ARNT-TACC3 inh – disruptors of ARNT/TACC3 protein interaction, primary screen, biochemical, AlphaScreen, single concentration. AID 623870, 2012. Transforming acidic coiled-coil-containing protein 3 (Homo sapiens), Q9Y6A5. inhibition, % at 9.99 µM. 0.66% of 390,000 active. AlphaScreen His-ARNT PAS-B/GST-TACC3 binding, luminescence; TACC3 fragment carries E629A point mutation;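 active means mean inhibition of replicates at least 50% and at least half of replicates each reaching 50%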;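 further: 0% = complete ARNT plus TACC3 wells and 100% = ARNT alone without TACC3; many hits fall short of the cut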
Cneo AK release – Cryptococcus neoformans cell lysis inducers, primary screen, AK release luminescence, single concentration; C. neoformans lysis, adenylate kinase release luminescence, 4 h; normalised: neutral wells 0, clomiphene wells 100; lysis activity, % at 15 µM; 0.2% of 360,000 active;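 active means mean lysis activity across replicates of at least 80%, whatever share of replicates individually reach that level; inactive means mean lysis activity below 80%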
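Assay system: C. neoformans cells. Amount: yeast cell density of 5 × 10^6 cells/mL. Technique: AK luminescence. Buffer or medium: YPD. Times: static 4 h at 37 °C with compound, 1 h detection. Dosing: single-point compound dose. Read-out: lysis from increased AK signal.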
SIRT5 inh – SIRT5 desuccinylase inhibitors, primary screen, biochemical, fluorescence imaging, single point, set 5; NAD-dependent protein deacylase sirtuin-5, mitochondrial (Homo sapiens), Q9NXA8; Purified SirT5, succinyl-peptide AMC, trypsin-coupled fluorescence; inhibition, % at 15 µM; 1.1% of 330,000 active; AID 652115, 2013; in the data active means inhibition above about 15%
Target sequence (Q9NXA8 whole entry, looked up): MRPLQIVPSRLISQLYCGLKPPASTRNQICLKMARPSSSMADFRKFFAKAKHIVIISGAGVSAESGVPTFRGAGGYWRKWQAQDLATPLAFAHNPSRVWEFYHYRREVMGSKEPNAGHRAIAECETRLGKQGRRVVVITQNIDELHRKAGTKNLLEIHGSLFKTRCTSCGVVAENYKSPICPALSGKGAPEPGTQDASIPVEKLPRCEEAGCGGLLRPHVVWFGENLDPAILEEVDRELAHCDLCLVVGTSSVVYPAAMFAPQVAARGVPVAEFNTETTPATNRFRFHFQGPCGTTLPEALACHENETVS
miR122 inh – miR-122 Renilla sensor signal increase in Huh7, primary screen, miR-122 inhibitor project, cell-based, single point, plate reader. Huh7 miR-122 Renilla luciferase sensor, 48 h; neutral wells = 0, positive control = 100. activation (reporter increase), % at 12.5 µM. 0.3% of 340,000 active. AID 602342, 2012;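 active means mean replicate activation score at least 90 and every replicate individually at or above 90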;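 further: higher luciferase means less miR-122 activity so hits act as miR-122 inhibitors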
ERp5 block – inhibitors of ERp5-driven insulin aggregation, primary screen, biochemical, turbidity, absorbance 650 nm, single point | Protein disulfide-isomerase A6 (Homo sapiens), Q15084 | 90 min | inhibition, % at 9.99 µM | 0.05% of 350,000 active | AID 651711, 2012;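 active means mean replicate inhibition above about 25%, with every replicate also reaching it, limit read from the data, passing the limit was not always enough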
Target sequence (Q15084 whole entry, looked up): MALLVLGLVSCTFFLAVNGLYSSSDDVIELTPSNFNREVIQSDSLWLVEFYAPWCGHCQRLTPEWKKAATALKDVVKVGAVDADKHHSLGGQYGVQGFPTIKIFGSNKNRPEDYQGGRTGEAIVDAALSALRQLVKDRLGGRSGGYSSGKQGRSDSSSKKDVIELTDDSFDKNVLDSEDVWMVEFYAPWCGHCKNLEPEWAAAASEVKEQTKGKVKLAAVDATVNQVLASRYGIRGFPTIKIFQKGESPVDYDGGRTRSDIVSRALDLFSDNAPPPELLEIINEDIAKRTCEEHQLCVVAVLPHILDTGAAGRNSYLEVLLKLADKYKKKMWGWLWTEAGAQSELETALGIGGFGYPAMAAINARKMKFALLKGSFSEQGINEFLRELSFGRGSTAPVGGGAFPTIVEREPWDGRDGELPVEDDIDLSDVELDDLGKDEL
esBAF inh – Bmi1 luciferase reporter increase in mESCs, primary screen, esBAF inhibitor project, mouse ES cells, Bmi1 luciferase knock-in, single point | 24 h; 100% = twice the neutral-well signal | 2% of 350,000 active | AID 602393, 2012 | reporter increase, % at 12.5 µM; in the data active means activation above about 40%;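 further: 0% = median of the plate's neutral control wells and 100% = double that signal; a rise in the Bmi1 reporter signal indicates esBAF inhibition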
Statin myotox sup – suppressors of statin myotoxicity in C2C12 myotubes, primary screen, cell-based, single point, plate reader | 0.78% of 330,000 active | rescue of ATP level, % at 7.49 µM | C2C12 myotubes + simvastatin, ATP luminescence, 48 h; scaled: DMSO 0, geranylgeraniol control 100 | AID 602340, 2012;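 active means mean ATP rescue above about 67%, or every replicate alone reaching that limit, limit read from the data, passing the limit was not always enough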;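 further: myotubes were challenged with 10 µM simvastatin during compound exposure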
* hit, by the source's call; / = not tested or not shown; [ ] = remark or other dose.

SMILES	ARNT-TACC3 inh	Cneo AK release	SIRT5 inh	miR122 inh	ERp5 block	esBAF inh	Statin myotox sup
C=CCn1c(CC#N)nnc1N1CCOCC1	2.9	/	/	-6.6	/	6.7	10.9
N#Cc1c(Cl)nsc1NN	19.7	/	-3.4	/	-1.0	/	/
COC(=O)c1sc(NC(=S)NC(=O)c2cccc(C)c2)nc1C	8.2	-2.7	-1.2	-3.4	-1.9	/	/
COc1ccc(C(=O)CSc2nc3nn(-c4ccccc4)c(=O)c-3c3n2CCCCC3)c(OC)c1	/	-1.1	-2.9	-8.6	1.5	6.9	-9.0
COc1ccc(N(CC(=O)Nc2ccccc2C(=O)N2CCCC2)S(=O)(=O)c2ccccc2)cc1	2.1	-0.8	-8.6	-3.6	-3.3	-4.4	5.4
O=S(=O)(NCCc1csc(-c2cccnc2)n1)c1ccc(F)cc1	-1.1	-2.6	0.6	31.4	-22.2	3.3	6.4
Cc1cc2c(NC(=O)Nc3ccc(C(F)(F)F)cc3)cccc2nn1	21.1	/	3.9	/	-10.3	/	/
COc1ccc(Cl)cc1NC(=S)NCCc1ccc(F)cc1	4.3	31.7	/	-0.8	/	-8.4	-4.8
COc1ccc(CCNC(=O)C2CC(c3cccc([N+](=O)[O-])c3)=NO2)cc1 (stereo unspecified)	/	-1.0	5.4	-2.6	12.3	70.0*	6.5
Fc1ccccc1-c1nc2ncccc2o1	-0.3	1.0	14.1	-10.9	6.0	16.0	-2.2

Next part, starting with the last 2 of the part before.
SMILES	ARNT-TACC3 inh	Cneo AK release	SIRT5 inh	miR122 inh	ERp5 block	esBAF inh	Statin myotox sup
COc1ccc(CCNC(=O)C2CC(c3cccc([N+](=O)[O-])c3)=NO2)cc1 (stereo unspecified)	/	-1.0	5.4	-2.6	12.3	70.0*	6.5
Fc1ccccc1-c1nc2ncccc2o1	-0.3	1.0	14.1	-10.9	6.0	16.0	-2.2
CO[C@@H]1CN(C)C(=O)c2ccc(NC(=O)c3nc4ccccc4s3)cc2OC[C@H](C)N(Cc2cccnc2)C[C@H]1C	4.9	-2.2	/	-30.6[16.7 µM]	/	26.9	19.2
COc1ccc(F)cc1S(=O)(=O)N1CCN(C(=O)c2ccco2)CC1	-9.2	-1.0	-6.3	/	3.5	0.9	4.5
C[C@H](CO)N1C[C@H](C)[C@@H](CN(C)C(=O)Nc2ccc(F)cc2)Oc2ccc(NS(=O)(=O)c3cn(C)cn3)cc2C1=O	/	/	/	-1.0[16.7 µM]	/	-10.6	6.9
O=C(CCCN1C(=O)C2CC=CCC2C1=O)Nc1cccc(F)c1 (stereo unspecified)	1.1	0.0	0.2	-4.0	2.1	-6.4	-8.3
CCC(=O)Nc1nc2ccccc2n1Cc1ccc(C)cc1	-5.0	2.6	/	3.6	/	5.6	17.8
CCCN(C(=O)c1cc(S(=O)(=O)N2CCCCC2)ccc1Cl)C1CCS(=O)(=O)C1 (stereo unspecified)	-6.4	-2.0	-3.4	16.5	6.0	-2.7	3.7
C[C@@H]1CN([C@H](C)CO)C(=O)Cc2cc(NC(=O)Nc3cccc4ccccc34)ccc2O[C@@H]1CN(C)S(=O)(=O)c1cccs1	-4.6	-0.2	/	-3.3[16.7 µM]	/	-2.2	75.2*
COC(=O)[C@@H]1[C@@H](CO)[C@@H]2Cn3c(ccc(-c4ccccc4)c3=O)[C@@H]2N1C(=O)CC1CC1	6.0	2.3	-7.3	/	-1.0	0.5	-50.6
CCc1noc(C)c1C(=O)OC(C)C(=O)Nc1ccc2c(c1)OCO2 (stereo unspecified)	/	-0.2	-0.6	-4.5	-5.9	-3.5	0.6
COc1ccc(Cl)cc1NC(=O)CN(C)C(=O)C1CC(=O)N(Cc2ccc(C)cc2)C1 (stereo unspecified)	-3.4	/	-0.4	/	5.5	/	/

Retrieved by structure from the list above, 3 records:
SMILES	ARNT-TACC3 inh	Cneo AK release	SIRT5 inh	miR122 inh	ERp5 block	esBAF inh	Statin myotox sup
CCC(=O)Nc1nc2ccccc2n1Cc1ccc(C)cc1	-5.0	2.6	/	3.6	/	5.6	17.8
COC(=O)[C@@H]1[C@@H](CO)[C@@H]2Cn3c(ccc(-c4ccccc4)c3=O)[C@@H]2N1C(=O)CC1CC1	6.0	2.3	-7.3	/	-1.0	0.5	-50.6
C[C@H](CO)N1C[C@H](C)[C@@H](CN(C)C(=O)Nc2ccc(F)cc2)Oc2ccc(NS(=O)(=O)c3cn(C)cn3)cc2C1=O	/	/	/	-1.0[16.7 µM]	/	-10.6	6.9

The listing continues.
SMILES	ARNT-TACC3 inh	Cneo AK release	SIRT5 inh	miR122 inh	ERp5 block	esBAF inh	Statin myotox sup
Cc1ccccc1NS(=O)(=O)c1cc2c(cc1C)N(C)CCO2	-2.3	4.0	-2.7	55.9	-6.2	10.7	19.0
O=C(NC(Cc1ccc2c(c1)OCO2)C(=O)N1CCCC1C(=O)O)c1ccccc1 (stereo unspecified)	1.3	-1.3	-5.7	-10.1	-5.5	2.4	1.4
C[C@H](CO)N1C[C@H](C)[C@H](CN(C)Cc2ccc3c(c2)OCO3)Oc2ccc(NC(=O)Cc3cn(C)c4ccccc34)cc2C1=O	-0.1	-1.6	-4.3	2.8[16.7 µM]	9.5	-6.0	44.0
O=c1[nH]c(/C=C/c2ccccc2)c([N+](=O)[O-])c(=O)[nH]1	6.8	1.6	4.5	-1.6	-4.3	2.7	0.0
O=C(C[C@H]1C=C[C@@H](NC(=O)C2CC2)[C@H](CO)O1)NC1CCC1	-4.9	4.0	-0.1	-4.0[16.7 µM]	-4.4	-0.7	5.8
CCCCCCc1nnc(N)s1	-5.0	-1.8	-1.2	-2.7	-1.1	4.1	30.1
COCc1cc(C)nc(OCC(=O)N/N=C/c2ccc(-c3cc([N+](=O)[O-])ccc3C)o2)c1C#N	-1.2	0.4	/	-3.9	/	/	/
CCOc1ccc(C(NC(C)=O)c2ccc(OC)c(OC)c2)cc1 (stereo unspecified)	-17.2	-0.2	-4.6	/	1.5	2.2	/
COc1cccc(NC(=O)Nc2ccc3c(c2)OC[C@H](C)NC[C@@H](C)[C@H](OC)CN(C)C3=O)c1	-1.2	6.9	0.8	6.1[16.7 µM]	10.1	6.2	-8.5
C[C@@H]1CN([C@@H](C)CO)C(=O)Cc2cc(NC(=O)C3CCCCC3)ccc2O[C@H]1CN(C)Cc1ccc(-c2ccccc2)cc1	-12.1	-2.4	-3.2	-33.0[16.7 µM]	-6.9	-2.3	136.7*
O=C(Cc1c[nH]c2ccccc12)NCc1ccc(Cl)cc1Cl	2.5	-3.4	-1.2	16.4	-6.9	39.7	16.6
CO[C@H]1CN(C)C(=O)c2ccc(NC(C)=O)cc2OC[C@@H](C)N(Cc2cncnc2)C[C@H]1C	-1.1	-3.9	-1.0	/	7.6	1.4	9.1
CC(C)c1ccc(/C=C2\SC(=S)N(CC(=O)NCCCN3CCOCC3)C2=O)cc1	3.3	-7.1	1.8	-0.5	-1.9	14.5	3.7
COCCCNC(=O)c1ccc(CS(=O)(=O)Cc2cccc(C)c2)o1	/	2.5	/	-7.2	/	-1.8	19.6
O=C(NCC1CCCO1)c1cccc(Oc2ccccc2)c1 (stereo unspecified)	0.4	0.1	-8.4	-0.2	4.9	/	/
CCOC(=O)Cn1c(N2CCOCC2)nc2c1c(=O)[nH]c(=O)n2C	-1.1	2.3	/	-4.2	/	-6.3	118.4*
CCC(=O)[C@@]1(C)[C@H](C)C[C@H]2[C@@H]3CCC4=CC(=O)C=C[C@]4(C)[C@H]3[C@@H](O)C[C@@]21C	-0.3	-1.7	0.2	3.8	-5.5	1.0	6.0
CCCCNC(=O)c1onc(CSc2ccc(C)c(C)c2)c1C(=O)O	-3.0	-0.6	/	/	1.9	8.2	6.1
S=C(Nc1ccc(Br)cc1)N1CCN(c2ccccn2)CC1	-0.9	2.6	-1.4	-0.3	-8.5	-0.6	-1.2
Cc1nnc(SCc2cnc(-c3ccc(C(C)C)cc3)s2)n1C	-22.8	-0.4	/	16.8	/	-14.2	-11.1
O=C(NCCCN1CCOCC1)C1COc2ccccc2O1 (stereo unspecified)	-3.7	-0.4	/	-7.7	/	1.3	11.0
COc1ccccc1-c1ccc2n(c1=O)C[C@@H]1[C@@H](CO)[C@H](C(=O)N(C)C)[C@H]2N1C(=O)c1cccnc1	-4.4	0.5	-5.6	-1.2[16.7 µM]	7.4	3.3	-7.4
CCC(CC)c1nnc(NC(=O)CCNC(=O)c2ccccc2Cl)s1	-3.5	/	-3.6	/	1.9	/	/
CN(CC(=O)Nc1ccccc1Cl)CC(=O)c1c(N)n(Cc2ccccc2)c(=O)n(C)c1=O	2.4	-0.1	-4.0	5.2	6.0	-2.0	2.5
O=C(COc1ccc(Br)cc1F)NCC1(N2CCCCC2)CCCCC1	-7.3	1.0	/	-3.5	-12.4	/	-5.1
COc1cc(/C=C(\C#N)c2ccccn2)cc(OC)c1O	11.4	/	-0.3	-3.8	4.0	2.3	1.2
COC(=O)C1=CN(Cc2cccs2)C=C(C(=O)OC)C1c1cccc(OC)c1OC	-3.2	-4.4	/	-0.5	/	3.2	39.2
O=C(COC(=O)c1cccc(S(=O)(=O)N2CCCC2)c1)c1ccc(F)cc1	/	-2.0	/	-1.0	4.9	1.9	7.4
COc1ccccc1CNC(=O)C[C@H]1C[C@H]2c3cc(NC(=O)C4CCOCC4)ccc3O[C@H]2[C@H](CO)O1	-8.8	-3.3	-1.1	6.1[16.7 µM]	-1.0	1.5	5.6
COCC(C)n1c(C)cc(C(=O)CSc2nnc(N)s2)c1C (stereo unspecified)	9.4	-2.4	/	-1.0	/	-16.8	3.3
CNc1cc(-c2cnn(CC(C)C)c2)ncn1	/	-1.2	/	-1.8	-2.3	51.2*	0.0
O=C(CN1CCN(c2ccccc2)CC1)N1N=CCC1c1ccccc1 (stereo unspecified)	8.3	1.4	/	/	/	-10.6	-6.7
Cn1cc(CN2CCCC(C(=O)c3ccc(-c4ccccc4)cc3)C2)cn1 (stereo unspecified)	17.0	1.6	-0.3	2.6	-4.8	-5.6	1.4
C=CCn1c(=O)n(CCC#N)c(=O)n(CCC#N)c1=O	-1.0	0.2	/	0.0	/	9.3	14.9
Cc1noc(C)c1-c1ccc(C(=O)NCc2cccs2)c2occc12	/	-1.8	/	0.4	-0.5	35.7	6.4
CC(c1ccncn1)N(C)C(=O)c1ccc2oc(Cc3ccccc3)nc2c1 (stereo unspecified)	-12.2	2.2	-3.1	/	1.5	15.7	-0.8
CCCCCC(=O)Nc1ccc(N2CCN(C(=O)c3ccccc3)CC2)cc1	-2.9	6.7	/	4.3	/	-8.3	-26.3
O=C1/C(=C/Nc2ccc3c(c2)OCO3)CCc2ccccc21	/	-2.7	/	8.3	/	/	-49.1
CC(C)Cn1c(N)c(C(=O)COC(=O)c2ccccc2C(=O)c2ccccc2)c(=O)n(C)c1=O	-0.4	0.0	-0.8	0.6	-3.6	-4.0	-1.7
COCC#Cc1ccc2c(c1)O[C@H](CN(C)S(=O)(=O)c1ccc(C)cc1)[C@H](C)CN([C@H](C)CO)S2(=O)=O	5.3	-4.6	11.2	37.1[16.7 µM]	9.5	-2.1	-41.1
Cn1c(SCc2ccon2)nc2ccccc2c1=O	1.8	0.2	/	-1.4	/	-11.2	-0.7
C[C@@H]1CN([C@@H](C)CO)C(=O)Cc2cc(NC(=O)NC3CCCCC3)ccc2O[C@@H]1CN(C)C(=O)Nc1ccccc1	-10.3	-8.9	-1.9	-4.9[16.7 µM]	0.3	0.8	-17.8
COC(=O)c1cc(S(=O)(=O)NCC2CCN(Cc3ccc(Cl)cc3)CC2)cn1C	/	-4.9	-4.0	-7.4	-7.4	-7.6	1.4

Source: PubChem BioAssay (Broad Institute)
